High-throughput results (PubChem BioAssay)
TRPC6 activator – mouse TRPC6 channel activation. AID 2550. HEK293-TRPC6 membrane potential dye fluorescence; stronger effect = higher value. 310,000 compounds, 0.13% hits. Q61143. B-score at 10 µM;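 active = B-score of the integrated fluorescence ratio above library mean plus 3 SD, and starting fluorescence ratio within library mean plus 5 SD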;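 note: higher score means more depolarization so channel activation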
MrgX1 agonist – agonists of human MrgX1 receptor; MrgX1-HEK293 cells, Fluo-4 calcium fluorescence, agonist mode; stronger effect = higher value; B-score at 10 µM; 310,000 compounds, 0.44% hits; AID 588627;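 active = calcium response B-score plate-corrected fluorescence ratio at least 3 library SD, with starting fluorescence B-score inside 5 SD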
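Test system: Stable human MrgX1 HEK293 cell line | Schedule: Overnight plating before 1 h dye loading | Read-out basis: Baseline-normalised fluorescence change ratio, B-scored | Detection: Kinetic calcium dye fluorescence, Fluo-4 NW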
MrgX1 antag – antagonists of human MrgX1 receptor | Q96LB2 | 310,000 compounds, 1.3% hits | MRGX1-HEK293 calcium flux, Fluo-4, BAM8-22 antagonism; stronger effect = lower value | B-score at 10 µM;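 active = calcium-response B-score plate-corrected more than 3 library SD below zero, starting fluorescence within 5 deviations, no agonist response on first addition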;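 note: peak minus trough fluorescence over baseline after final BAM8-22 challenge near maximal dose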
RGS4 act – RGS4 potentiation or activation; HEK293 M3R/inducible RGS4, carbachol calcium flux Fluo4; stronger effect = lower value; B-score at 10 µM; 310,000 compounds, 0.92% hits;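 active = B-score of the integrated calcium signal more than 4 SD below the library mean, with starting fluorescence not abnormally high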;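 note: negative B-score means reduced calcium response which marks RGS4 activation or potentiation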
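Reagent: ECmax carbachol challenge; Test system: M3R-expressing HEK293 line, RGS4 induced by doxycycline; Schedule: overnight RGS4 induction, 30 min dye load 37 °C, 20 min compound RT; Detection: calcium dye Fluo4 fluorescence; Read-out: Agonist-evoked peak-minus-minimum fluorescence over baseline, integrated ratio, B score.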
TRPC6 inhibitor – mouse TRPC6 channel inhibition. HEK293-TRPC6, membrane potential dye, ACh-evoked depolarization; stronger effect = lower value. B-score at 10 µM. 310,000 compounds, 1.1% hits;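 active = B-score under library mean minus 3 SD, initial fluorescence not abnormally high, positive integrated signal ratio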;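 note: B-score derived from integrated fluorescence ratio over the kinetic read; more negative B-score means stronger inhibition of depolarization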
ANO1 activ – activators or potentiators of mouse TMEM16A chloride channel; HEK293 TMEM16A/YFP-H148Q/I152L, iodide quench fluorescence; stronger effect = lower value; B-score at 10 µM; 340,000 compounds, 0.3% hits; AID 623877;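 active = fluorescence-ratio B-score plate-corrected deviation score at least 3 library SD below zero, with starting fluorescence score within 5 deviations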;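 note: channel opened by trigger with iodide after compound preincubation; score built on the fluorescence ratio of max minus min over baseline; more negative score means more quench and so TMEM16A activation or potentiation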
Target sequence (Q8BHY3 whole entry, looked up): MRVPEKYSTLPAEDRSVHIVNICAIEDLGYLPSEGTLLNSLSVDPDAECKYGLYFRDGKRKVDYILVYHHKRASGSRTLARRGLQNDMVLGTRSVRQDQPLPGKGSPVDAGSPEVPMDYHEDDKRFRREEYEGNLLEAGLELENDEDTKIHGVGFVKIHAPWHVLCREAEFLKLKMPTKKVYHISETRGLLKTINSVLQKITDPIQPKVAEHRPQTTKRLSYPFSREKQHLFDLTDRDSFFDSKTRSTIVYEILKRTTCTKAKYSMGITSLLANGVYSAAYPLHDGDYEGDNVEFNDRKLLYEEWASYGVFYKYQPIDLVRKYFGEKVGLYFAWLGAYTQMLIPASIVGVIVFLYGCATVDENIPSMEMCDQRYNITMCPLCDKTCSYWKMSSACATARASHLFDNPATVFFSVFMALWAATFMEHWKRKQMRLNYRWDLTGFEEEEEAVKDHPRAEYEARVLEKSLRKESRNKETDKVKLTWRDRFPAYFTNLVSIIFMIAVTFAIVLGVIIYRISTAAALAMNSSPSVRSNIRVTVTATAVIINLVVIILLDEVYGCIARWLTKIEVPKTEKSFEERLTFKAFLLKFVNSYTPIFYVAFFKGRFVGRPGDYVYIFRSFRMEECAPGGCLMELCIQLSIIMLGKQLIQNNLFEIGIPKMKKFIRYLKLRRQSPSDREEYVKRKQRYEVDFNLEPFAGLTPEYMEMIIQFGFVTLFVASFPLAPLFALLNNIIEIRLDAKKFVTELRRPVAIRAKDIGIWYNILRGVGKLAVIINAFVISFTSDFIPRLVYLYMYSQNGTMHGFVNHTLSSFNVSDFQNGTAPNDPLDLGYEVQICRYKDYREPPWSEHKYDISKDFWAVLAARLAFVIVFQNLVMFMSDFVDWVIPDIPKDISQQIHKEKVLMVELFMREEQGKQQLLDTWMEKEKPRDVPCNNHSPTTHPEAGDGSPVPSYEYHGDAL
TMEM16A inh – blocks the mouse calcium-activated chloride channel TMEM16A; AID 588511; normalized B-score (activity score, 25-100; higher = stronger inhibition) at 10 µM; 310,000 compounds, 1.2% hits; HEK293 TMEM16A/YFP iodide influx fluorescence, ionomycin;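 active = ratio plate-corrected score three or more library SD toward inhibition, starting fluorescence score within five deviations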;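 note: score derived from kinetic fluorescence span divided by baseline fluorescence per well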
SKKanGAS inh – inhibitors of SKKanGAS S. pyogenes growth in kanamycin (SK-promoter or general growth effect). BacTiter-Glo, 6 h. 300,000 compounds, 1.3% hits. inhibition, % at 7.5 µM;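 active = mean replicate score, as percent of positive control median, at least 50; inconclusive = mean below 50 but one replicate at or above 50; inactive = mean and every replicate below 50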;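 note: strain carries kanamycin resistance gene driven by streptokinase promoter and grows in 40 µg/ml kanamycin; loss of luminescence reflects streptokinase promoter inhibition or plain growth inhibition; 0% = median of DMSO wells and 100% = positive control at its reference dose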
MrgX1 allo act – human MrgX1 positive allosteric modulation, primary screen; MrgX1-HEK293, Fluo-4 calcium flux, FDSS; stronger effect = higher value; B-score at 10 µM; 310,000 compounds, 0.63% hits;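 active = plate-corrected calcium response at least 3 library SD above typical, normal starting fluorescence, not activating the receptor alone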;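 note: compound read alongside a low EC10 to EC30 dose of BAM8-22 agonist; peak minus trough fluorescence over baseline measured at the second addition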
HDAC3 inh – blocks human histone deacetylase 3. O15379. inhibition, % at 8.3 µM. 320,000 compounds, 0.15% hits. recombinant HDAC3, fluorogenic peptide/trypsin coupled, fluorescence; in the data active = inhibition above about 26%, passing the limit was not always enough; inconclusive = no clear call, values can overlap the other calls
RGS4 block – human RGS4 inhibition | 310,000 compounds, 0.45% hits | AID 463165 | HEK293 M3R/RGS4 inducible, Fluo-4 calcium flux; stronger effect = higher value; triggered by carbachol at its EC20 | P49798 | B-score at 10 µM;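 active = B-score, a plate-corrected calcium signal, over three deviations above library mean, with baseline fluorescence within five deviations of library mean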;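 note: RGS4 expression induced by doxycycline in cells with stable M3 receptor; B-score is computed from the integrated fluorescence ratio over baseline after carbachol; higher B-score means a larger calcium signal and so more RGS4 inhibition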
Target sequence (P49798 whole entry, looked up): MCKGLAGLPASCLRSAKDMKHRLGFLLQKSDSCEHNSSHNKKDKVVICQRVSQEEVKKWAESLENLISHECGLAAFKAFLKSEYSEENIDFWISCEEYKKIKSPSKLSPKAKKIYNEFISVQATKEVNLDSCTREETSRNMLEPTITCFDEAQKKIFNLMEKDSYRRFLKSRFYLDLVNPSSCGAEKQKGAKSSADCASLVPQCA
An asterisk follows results filed as active; i = inactive; ? = inconclusive; . = no result given. The order is random, and some 6.7% of all compounds hit somewhere here.

SMILES	TRPC6 activator	MrgX1 agonist	MrgX1 antag	RGS4 act	TRPC6 inhibitor	ANO1 activ	TMEM16A inh	SKKanGAS inh	MrgX1 allo act	HDAC3 inh	RGS4 block
CCOC(=O)COc1cc(-n2c(=S)[nH]c3ccccc3c2=O)c(Cl)cc1Cl	i	i	i	i	i	i	i	-1.3	i	-1.1	i
CC(C)OC(=O)c1cc2c(ccn2C)n1CC(=O)N1CCC(Cc2ccccc2)CC1	i	i	i	i	i	i	i	4.8	i	1.3	i
N#CCC(=O)N/N=C\c1ccc(OC/C=C/c2ccccc2)cc1	i	i	i	i	i	i	i	-2.1	i	3.1	i
CC(C)c1ccc(NC(=S)Nc2cccc3ccccc23)cc1	i	i	i	i	i	i	i	3.3	i	3.6	i
O=C(O)CSCNC(=O)C12CC3CC(CC(C3)C1)C2	i	i	i	i	i	i	i	6.7	i	-4.9	i
O=C(NCc1cccc(CNC(=O)C(=O)NCc2ccco2)c1)C(=O)NCc1ccco1	i	i	i	i	i	i	i	0.0	i	2.6	i
Cc1ccc(Cl)cc1N(CC(=O)NCc1ccc2c(c1)OCO2)S(C)(=O)=O	i	i	i	i	i	i	i	-0.8	i	4.3	i
CCOCC(=O)N(CC)Cc1ccccc1	i	i	i	i	i	i	i	-0.4	i	-1.6	i
COc1ccc(CN(C(=S)Nc2ccccc2)C2CC(=O)N(c3ccc(Cl)cc3)C2=O)cc1 (stereo not drawn)	i	i	i	i	i	i	i	9.2	i	9.6	i
COC(=O)c1ccccc1NC(=S)N1CCN(c2ccccn2)CC1	i	i	i	i	i	i	i	-11.9	i	9.7	i
O=C(N/N=C/c1ccccc1C(=O)O)c1ccccc1Br	i	i	i	i	i	i	i	7.1	i	10.4	i
Cc1cc(OC(C)C(=O)N(Cc2ccco2)C2CCS(=O)(=O)C2)cc(C)c1Cl (stereo not drawn)	i	i	i	i	i	i	i	-4.4	i	.	i
Cc1cc(NC(=O)c2ccc(Br)cc2)nc(C)n1	i	i	i	i	i	i	i	-4.4	i	1.2	i
O=C(Nc1c(C(=O)Nc2cccc3ccccc23)cnn1-c1ccccc1)c1ccco1	i	i	i	i	i	i	i	11.6	i	2.4	i
CCCC(=O)Nc1cc(-c2nc3ncccc3o2)ccc1Cl	i	i	i	i	i	i	i	8.4	i	-2.8	i
Cc1ccc(C(=O)N2CCCC(C(=O)c3ccc(Oc4ccccc4)cc3)C2)cn1 (stereo not drawn)	i	i	i	i	i	i	100*	9.1	i	-6.2	i
CCOC(=O)Cn1cnc2c(cnn2-c2ccccc2)c1=O	i	i	i	i	i	i	i	0.0	i	4.7	i
COc1cc(C(=O)NCCC(=O)NC(C)C)cc(OC)c1OC	i	i	i	i	i	i	i	11.5	i	-2.9	i
CCCSC(=S)c1c(C)[nH]n(-c2ccccc2)c1=O	i	i	i	i	i	i	i	88.8*	i	5.1	i
CCN(CC(=O)Nc1ccc(OC)cc1)C(=O)c1oc2c(Cl)cccc2c1C	i	i	i	i	i	i	i	26.6	i	.	i
CC(C)(C)c1ccccc1NC(=O)c1c(O)c2cccc3c2n(c1=O)CC3	i	i	i	i	i	.	i	28.8	i	-2.8	i
COCCCNC(=O)c1ccc(Cn2c(=O)c3ccccc3n(CC(=O)NCc3ccco3)c2=O)cc1	i	i	i	i	i	i	i	0.0	i	3.7	i
Cc1c(Cl)cccc1-c1ccc(CNCc2ccccn2)o1	i	i	i	i	i	i	i	82.8*	i	-0.1	i
CN(C)CCNC(=O)c1ccc(CS(=O)(=O)c2c(Cl)cccc2Cl)o1	i	i	i	i	i	i	i	-2.4	i	2.7	i
CSc1ccc(CCNC(=O)Cn2ncc3c([nH]c4ccccc43)c2=O)cc1	i	i	i	i	i	i	i	-11.5	i	-12.2	i
NC(=NC(=O)c1cccc(C(F)(F)F)c1)c1ccc(C(F)(F)F)cn1	i	i	i	i	i	i	i	-3.9	i	?	i
COc1cc(OC)cc(C(=O)NCCN2CCOCC2)c1	i	i	i	i	i	i	i	3.0	i	3.0	i
CCc1ccc(NC(=O)C(C)OC(=O)c2cc(=O)[nH]c3ccc(S(=O)(=O)Nc4ccc(F)cc4)cc23)cc1 (stereo not drawn)	i	i	i	i	i	i	i	28.5	i	-12.4	i
Cn1c(C(=O)N2CCN(c3ncccn3)CC2)cc2c(=O)n(C)c3ccccc3c21	i	i	i	i	i	i	i	-5.8	i	4.3	i
N#C/C(=C\c1ccc([N+](=O)[O-])o1)C(=O)Nc1ccc(F)cc1	i	i	i	i	i	i	i	6.3	i	1.6	7.04*
CCc1ccccc1N(CC(=O)NCCc1ccccc1)C(=O)CCC(=O)Nc1ccccn1	i	i	i	i	i	i	i	-4.9	i	-1.1	i
CCc1ccccc1NC(=O)CSc1nnc(CCNC(=O)OC(C)(C)C)o1	i	i	i	i	i	i	i	17.9	i	0.2	i
CN(C)CCCN1c2ccccc2CCc2ccc(Cl)cc21	i	i	i	i	i	i	i	2.1	i	1.8	i
NC(=O)c1ccccc1NC(=O)CC12CC3CC(CC(Br)(C3)C1)C2	i	i	i	i	i	i	i	-2.8	i	-2.3	i
CCN(CC)S(=O)(=O)c1cccc(NC(=O)c2ccc(C#N)cc2)c1	i	i	i	i	i	i	i	-0.6	i	-3.7	i
CCOC(=O)c1ccc(N2CCOCC2)c(NC(=O)COCC(=O)O)c1	i	i	i	i	i	i	i	0.5	i	0.3	i
O=C(Nc1nnc(SCC(=O)N2CCOCC2)s1)C1CC(=O)N(c2ccc(F)cc2)C1 (stereo not drawn)	i	i	i	i	i	i	i	10.6	i	-14.1	i
COCCOC(=O)C1=C(C)Nc2cc(=O)[nH]c(=O)n2C1c1cccc([N+](=O)[O-])c1 (stereo not drawn)	i	i	i	i	i	i	i	1.6	i	1.9	i
O=C(O)C1CC=CCC1C(=O)N1CCN(c2nc(-c3ccccc3Cl)c3cc(Br)ccc3n2)CC1 (stereo not drawn)	.	i	i	.	.	i	i	.	i	-0.4	.
CCCCCC(=O)N/N=C/c1ccc(N(C)C)cc1	i	i	i	i	i	i	i	-0.5	i	1.5	i
CC(C)(C)c1cc(Cl)c(O)c(NC(=S)NC(=O)c2cccnc2)c1	i	i	i	i	i	i	i	81.6*	i	1.4	i
COc1ccc(OCC(=O)Nc2ccccc2-c2ccccc2)cc1	i	i	i	i	i	i	i	-17.7	12.2*	3.1	i
C=CCNC(=O)c1ccccc1Cl	i	i	i	i	i	i	i	.	i	-0.7	i
NC(=O)NCCCC(=O)NCC(c1ccccc1Cl)c1c[nH]c2ccccc12 (stereo not drawn)	i	i	i	i	i	i	i	5.4	i	8.7	i
CC(C)NC(=O)c1cc(C(=O)c2cc(Cl)ccc2O)coc1=N	i	i	i	i	i	i	i	-3.2	i	1.5	i
COc1cccc(C2c3c(oc4cc(C)c(C)cc4c3=O)C(=O)N2CCCN(C)C)c1 (stereo not drawn)	i	i	i	i	i	i	i	-0.6	i	1.7	i
Nc1ncc(Br)cc1S(=O)(=O)N1CCCCCC1	i	i	i	i	i	i	i	-5.0	i	14.2	i
Cc1ccc(S(=O)(=O)N2CCCCCC2)cc1C(=O)NCc1ccccn1	i	i	i	i	i	i	i	-0.9	i	-2.5	i
O=C(C1=C(Nc2ccccc2)c2ccccc2S(=O)(=O)N1)c1ccccc1	i	i	i	i	i	i	i	0.3	i	-2.7	i
CCOC(=O)c1c(/N=C/N(C)C)sc(C(=O)OC)c1C	i	i	i	i	i	i	i	-9.8	i	10.2	i
Cc1cccc(NC(=O)CSc2nc3ccc(N4C(=O)c5ccccc5C4=O)cc3s2)c1C	i	i	i	i	i	i	i	8.7	i	3.2	i
CSC1=NC(=O)/C(=C/c2ccc(SC)cc2)S1	i	i	i	i	i	i	i	-1.3	i	0.5	i
Cc1c(C(=O)N/N=C/c2ccncc2)no[n+]1[O-]	i	i	i	i	i	i	i	.	i	-1.3	i
C=CCn1c(SCC(=O)NC2CCCC2)nc2scc(-c3ccco3)c2c1=O	i	i	i	i	i	i	i	-14.2	i	6.7	i
COc1cc2sc3ccc(C#Cc4ccccn4)cc3c(=O)c2cc1OC	i	i	i	i	i	i	i	5.2	i	-1.4	i
Cc1ccc(OCC(=O)Nc2ccc(CN3CCCCC3)cc2)c(C)c1	i	i	i	-9.88*	i	i	i	4.4	i	-5.9	i
Cc1cc(C)nc(NC(=O)CSc2nccc(C)n2)n1	i	i	i	i	i	i	i	0.6	i	-6.3	i
Cc1ccc(NC(=S)N(CCN2CCOCC2)Cc2cc3cc4c(cc3[nH]c2=O)OCCO4)cc1	i	i	i	i	i	i	i	1.7	i	1.4	i
O=C(CCC(=O)c1ccc(F)cc1)Nc1cccc(Br)c1	i	i	i	i	i	.	i	-0.7	i	-3.5	i
Cc1nsc(Nc2ccc([N+](=O)[O-])cc2)c1C#N	i	i	i	i	i	i	i	-1.7	i	-3.4	i
The results go on:
SMILES	TRPC6 activator	MrgX1 agonist	MrgX1 antag	RGS4 act	TRPC6 inhibitor	ANO1 activ	TMEM16A inh	SKKanGAS inh	MrgX1 allo act	HDAC3 inh	RGS4 block
CCN(C(=O)COC(=O)c1cc(-c2cccc3ccccc23)nc2ccccc12)C1CCS(=O)(=O)C1 (stereo not drawn)	i	i	i	i	i	i	i	1.2	i	4.4	i
O=C(CCl)NNC(=O)c1c(O)c2ccccc2[nH]c1=O	i	i	i	i	i	i	i	3.6	i	5.1	i
Cc1ccc(CNC(=O)C(=O)NCCC2CCCCN2S(=O)(=O)c2ccccc2)cc1 (stereo not drawn)	i	i	i	i	i	i	i	-3.6	i	-2.9	i
Cc1ccc(N2C(=O)c3n[nH]c(C)c3C2c2cccnc2)cc1 (stereo not drawn)	i	i	i	i	i	i	i	-1.1	i	-0.1	i
Cc1nc(C(F)(F)F)ccc1C(=O)NCC(O)c1ccccc1 (stereo not drawn)	i	i	i	i	i	i	i	-0.5	i	10.1	i
COC(=O)c1ccc2c(=O)n(CCCN3CCOCC3)c(=S)[nH]c2c1	i	i	i	i	i	i	i	4.7	i	0.8	i
COc1ccc(COC(=O)C2=C(C)NC(=O)NC2c2ccc(OC)c(OC)c2)cc1 (stereo not drawn)	i	i	i	i	i	i	i	13.6	i	1.2	i
Cc1ccc(C(=O)N2CCN(c3ccc(C(F)(F)F)cn3)CC2)cc1	i	i	i	i	i	i	i	-0.1	i	-1.7	i
CCCOc1ccc(N2CC(C(=O)Nc3ccccc3F)CC2=O)cc1 (stereo not drawn)	i	i	i	i	i	i	i	3.0	i	6.4	i
Clc1ccc(-c2csc(N3CCc4ccccc4C3)n2)cc1	i	i	i	i	i	i	i	55.6*	i	-4.5	i
